Source: PubChem BioAssay (several laboratories)
Dynein transport: blocks dynein driven cargo transport along microtubules; AID 1381; 3617.4 mouse cells, GR-EGFP nuclear translocation imaging; test concentration mostly 20 µM; stimulated with dexamethasone, 1 µM; stronger effect = lower value; 0.47% of 220,000 active; z-score, hits read low;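 active = plate z-score of nuclear minus cytoplasmic receptor signal below a set negative limit, without overly bright fluorescence or cell loss, cut at about -3.5 in these data, passing the limit was not always enough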;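 note: z-score of nuclear minus cytoplasmic ring GR-EGFP intensity difference per well; some compounds called inactive have numbers as strong as hits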
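Also added – dexamethasone, 1.0 µM final · Buffer or medium – tet-free, stripped-serum medium · Schedule – induction 48 h, compound 1 h, agonist 30 min · Detection – formaldehyde fixation, Hoechst nuclear stain, 10x automated fluorescence imaging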
CSM14.1 death rescue: protection against thapsigargin-triggered cell killing – 384-well, CSM14.1, ATP luminescence, primary screen (AID 1222). CSM14.1 thapsigargin-induced death rescue, ATP luminescence; higher % means a stronger effect. cellular ATP content (survival), % at 20 µM; hits with a dose series show EC50 in µM. 190,000 tested, under 10 active;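 active = EC50 below 50 µM in the dose-response confirmation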;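 note: death triggered by thapsigargin at about 15 µM added after 2 h compound pretreatment; cell ATP read after overnight thapsigargin exposure of roughly 18 to 22 hours; normalized against plate controls of thapsigargin alone and 5% DMSO vehicle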
Hep lipid drop: hepatic lipid droplet formation modulation; 0.4% of 240,000 active; AML12 mouse hepatocytes, oleate lipid droplets, BODIPY imaging; AID 1656; inhibition, % at 6.5 µM;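 active = lipid droplet intensity inhibited by at least 50%, with more than 500 cells counted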
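Assay system: AML12 hepatocytes (mouse) / Also added: 100 µM oleic acid challenge / Times: overnight treatment with compound plus oleate / Detection: high-content imaging of BODIPY-stained droplets and DAPI nuclei / Evaluation: % inhibition of lipid droplet signal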
Autophagy HCS: modulators of autophagy; MEF GFP-LC3 puncta imaging; test concentration mostly 10 µM; calls only at 10 µM (by protocol); 0.98% of 190,000 active; AID 463193;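 active = percentage of spot-positive cells more than 3 SD above its plate mean, without a fluorescence outlier flag or 80% toxicity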;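 note: spot-positive cell cutoff set from DMSO-treated cells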
T cell HTS: T cell immune modulators affecting CD8 T cell-vesicle binding. 2C CD8+ T cell-vesicle binding, flow cytometry; stronger effect = lower value. calls only at 7 µM. 0.068% of 330,000 active;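 active = response, share of CD8 T cells binding vesicles, and their 90th percentile fluorescence all below set limits, cut at about 80% in these data, passing the limit was not always enough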
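System: murine 2C transgenic CD8+ T lymphocytes; also added: QL9-loaded Drosophila micro-vesicles; times: binding 1.5 h at 37 °C; measured by: flow cytometry, PE anti-B7-1 (FL2) versus Alexa647 anti-CD8 (FL8), PFA-fixed; control set: Peptide-free naked vesicles (low) and QL9 vesicles with 0.7% DMSO vehicle (high)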
PhoP inhibition: PhoP-dependent GFP reporter repression – Salmonella Typhimurium, primary screen (AID 1863) | 0.16% of 300,000 active | S. Typhimurium PhoP-regulated promoter GFP reporter, 4 h; higher % means a stronger effect | inhibition, % at 50 µM, or IC50 in µM where a hit was titrated;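 active = inhibition over 29.93%, a cutoff 3 SD above the screen mean, later confirmed by dose response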;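 note: 0% = low Mg2+ inducing control and 100% = high Mg2+ repressing control; strong numbers were not always called active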
MT stabilizer: stabilizes microtubules in HeLa cells; AID 2205; % tubulin-high responders, % at 10 µM; 0.83% of 200,000 active; HeLa tubulin immunostaining HCS, 24 h; share of cells brighter than vehicle mean+2SD;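 active = plate Z-score above 3 for both tubulin-high and condensed-nucleus cell shares, with cell loss under 80%, at 10 µM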;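 note: anti alpha tubulin signal scored within the nucleus-defined area of each cell; some results filed as inactive read as strong as hits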
Ins promoter up: MIN6 insulin promoter up-regulation. MIN6 insulin promoter-GFP reporter, high-content imaging; stronger effect = higher value. z-score at 5 µM. 0.3% of 190,000 active. AID 1625;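 active = z-score above 3 at 5 µM with at least 500 cells counted in the well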
b-catenin transl: alters nuclear translocation of beta-catenin in HeLa cells; immunofluorescence imaging; nuclear translocation activity, % at 5 µM; 0.3% of 190,000 active;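 active = nuclear translocation activity above 50% at 5 µM, with a well cell count of 50 or more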;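 note: per-cell ratio of nuclear to cytoplasmic median beta-catenin stain intensity; plate controls were DMSO negative control for no effect and GSK-3 inhibitor IX positive control for full effect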
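test system = HeLa cells, endogenous beta-catenin | dosing = single 5 µM dose plus 0.02–20 µM confirmation series | times = compound treatment 24 h, 37°C, 5% CO2 | technique = beta-catenin immunofluorescence imaging with DAPI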
Dynein transport cytoplasmic EGFP: further read-out of Dynein transport, marked with its call; z-score; measured here: cytoplasmic GR-EGFP intensity; stronger effect = higher value
Dynein transport nuclear GR-EGFP: further read-out of Dynein transport, marked with its call; z-score; measured here: nuclear GR-EGFP intensity;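 lower value marks the stronger effect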
Dynein transport cell count: second read-out of Dynein transport, no call of its own (marks repeat the call); z-score; measured here: cell count per field
Ins promoter up cell count: recorded beside Ins promoter up, whose call it bears; cell count; measured here: cytotoxicity, nuclei count;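 total cells summed across four imaged fields per well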
Hep lipid drop cells 6.5 µM: second read-out of Hep lipid drop, no call of its own (marks repeat the call); cell count; measured here: cell count, cytotoxicity flag;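 cells counted across two imaged fields per well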
b-catenin transl cell count 5 µM: second read-out of b-catenin transl, no call of its own (marks repeat the call); cell count; measured here: cell count, cytotoxicity flag
T cell HTS vesicle-bound %: second read-out of T cell HTS, no call of its own (marks repeat the call); double positive events, %; measured here: CD8+ vesicle-bound cell fraction;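 binding gate set so that unloaded-vesicle control wells show 10% double positive cells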
MT stabilizer Hoechst-high %: also measured in MT stabilizer; calls as there; % Hoechst-high responders; measured here: nuclear condensation Hoechst responders;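 share of cells brighter than vehicle mean plus two SD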
MT stabilizer cytotoxicity %: recorded beside MT stabilizer, whose call it bears; toxicity, %; measured here: cytotoxicity by cell density;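 0% = mean cell density of plate MIN control wells and 100% = no cells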
Autophagy HCS cell loss 18 h: further read-out of Autophagy HCS, marked with its call; toxicity, %; measured here: cell loss, nuclei count;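 cell loss after 18 h compound exposure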
The depositor's hits bear a star; i = inactive; . = no result given.

1) O=C(CCc1ccccc1)NN1C(=O)C2C3C=CC(O3)C2C1=O (stereo unspecified)
2) Cc1cccn2c(=O)c(/C=C(\C#N)S(=O)(=O)c3ccccc3)c(N3CCN(C)CC3)nc12
3) O=C(CN1CCN(C(c2ccccc2)c2ccccc2)CC1)NCc1ccccc1
4) CN(C(=O)c1ccncc1)c1nnc(-c2ccncc2)s1
5) Cc1noc(C)c1COc1cccc(C(=O)Nc2cccnc2)c1
6) COc1ccc(/C=N/NC(=O)c2ccccc2O)cc1CSc1ccccn1
7) CCCn1c(=O)c2c(C(=O)OCC)cc(-c3ccco3)nc2n(CCC)c1=O
8) O=S1(=O)CCN2C(c3ccco3)=CSC2=N1

assay / entry	1	2	3	4	5	6	7	8
PhoP inhibition	9.5%	17.6%	-2.1%	7.8%	-9.2%	9.7%	-1.3%	7.8%
Hep lipid drop	0.1	.	18.3	-1.5	1.5	-12.2	-2.3	.
Dynein transport nuclear GR-EGFP	-0.696	0.47	1.04	0.874	0.68	-0.609	0.233	0.0831
T cell HTS vesicle-bound %	5.7	51.5	30.9	47.7	40.6	5.5	.	25.5
CSM14.1 death rescue	-1.7%	-1.2%	4.3%	-3.2%	.	-9.2%	-2.0%	-1.1%
MT stabilizer cytotoxicity %	9.3	9.0	4.1	3.0	15.4	6.9	8.3	5.7
Dynein transport	-1.02	-0.019	1.7	0.594	-0.248	-0.639	-2.99	0.268
T cell HTS	i	i	i	i	i	i	.	i
Dynein transport cell count	0.721	-1.08	-1.77	0.0456	-1.6	1.11	-4.82	-0.0807
Autophagy HCS cell loss 18 h	-7.9	5.3	-12.7	18.7	3.9	-19.5	-9.1	7.7
MT stabilizer	1.9	4.5	2.9	3.9	3.3	4.3	3.2	3.3
MT stabilizer Hoechst-high %	2.2	3.8	2.7	2.1	2.4	2.9	1.9	2.5
Dynein transport cytoplasmic EGFP	-0.2	-0.135	-0.0943	-0.204	-0.197	-0.251	5.62	-0.209
Ins promoter up cell count	1438	1112	.	1281	1302	1396	.	1405
b-catenin transl cell count 5 µM	1463	996	1481	.	1113	581	1257	984
Autophagy HCS	i	i	i	i	i	i	i	i
Ins promoter up	0.93	0.06	.	0.14	-0.01	0.25	.	-0.8
Hep lipid drop cells 6.5 µM	748	.	733	765	658	640	779	.
b-catenin transl	-0.8	-3.9	1.0	.	-2.3	-4.6	-4.1	-2.1

Another view of part of the listing above.
Results follow in this order: PhoP inhibition | Hep lipid drop | Dynein transport nuclear GR-EGFP | T cell HTS vesicle-bound % | CSM14.1 death rescue | MT stabilizer cytotoxicity % | Dynein transport | T cell HTS | Dynein transport cell count | Autophagy HCS cell loss 18 h | MT stabilizer | MT stabilizer Hoechst-high % | Dynein transport cytoplasmic EGFP | Ins promoter up cell count | b-catenin transl cell count 5 µM | Autophagy HCS | Ins promoter up | Hep lipid drop cells 6.5 µM | b-catenin transl
[8] O=S1(=O)CCN2C(c3ccco3)=CSC2=N1
  7.8% | . | 0.0831 | 25.5 | -1.1% | 5.7 | 0.268 | i | -0.0807 | 7.7 | 3.3 | 2.5 | -0.209 | 1405 | 984 | i | -0.8 | . | -2.1
[1] O=C(CCc1ccccc1)NN1C(=O)C2C3C=CC(O3)C2C1=O (stereo unspecified)
  9.5% | 0.1 | -0.696 | 5.7 | -1.7% | 9.3 | -1.02 | i | 0.721 | -7.9 | 1.9 | 2.2 | -0.2 | 1438 | 1463 | i | 0.93 | 748 | -0.8
[3] O=C(CN1CCN(C(c2ccccc2)c2ccccc2)CC1)NCc1ccccc1
  -2.1% | 18.3 | 1.04 | 30.9 | 4.3% | 4.1 | 1.7 | i | -1.77 | -12.7 | 2.9 | 2.7 | -0.0943 | . | 1481 | i | . | 733 | 1.0

The list goes on:
9) Cc1ccc(C(=O)NC(=S)N2CCN(C)CC2)cc1
10) C/C(=N\N=C\c1ccc(N(C)C)cc1)c1cccc([N+](=O)[O-])c1
11) CCOc1ccc(N2C(=O)CC(SC(=NC)Nc3cccc(F)c3)C2=O)cc1 (stereo unspecified)
12) Cc1ccccc1C(=O)Nc1nc(-c2cccnc2)cs1
13) CCN1CCN(c2ncnc3c2cnn3-c2ccccc2)CC1
14) COc1ccc(-n2nc3c(N)n[nH]c3cc2=O)cc1
15) C=CCn1cnc2c(nnn2-c2ccc(OC)c(OC)c2)c1=O
16) CNC(=O)C(NC(=O)Nc1ccc(C)cc1)C(C)(C)C (stereo unspecified)

assay / entry	9	10	11	12	13	14	15	16
PhoP inhibition	2.4%	11.0%	-0.7%	-7.7%	10.6%	3.7%	-2.8%	-8.9%
Hep lipid drop	1.6	-4.6	.	-35.0	.	1.2	-8.3	-3.5
Dynein transport nuclear GR-EGFP	0.839	-0.259	0.923	-0.193	0.429	-0.272	0.536	0.28
T cell HTS vesicle-bound %	23.7	37.6	9.2	24.7	44.6	60.5	38.7	35.6
CSM14.1 death rescue	-4.8%	-1.7%	-0.2%	.	0.6%	-0.6%	-0.7%	0.1%
MT stabilizer cytotoxicity %	7.0	0.7	6.7	.	5.9	0.9	6.4	8.8
Dynein transport	1.04	-0.829	0.965	0.153	0.207	-0.766	-0.00115	0.233
T cell HTS	i	i	i	i	i	i	i	i
Dynein transport cell count	1.2	-0.0191	-0.109	0.0213	-0.955	0.205	-0.0885	-0.319
Autophagy HCS cell loss 18 h	-3.8	-3.1	8.3	.	-9.0	-13.9	-8.7	11.1
MT stabilizer	1.4	3.1	6.1	.	2.9	1.4	3.2	3.3
MT stabilizer Hoechst-high %	1.0	3.2	2.5	.	2.2	1.7	2.6	1.6
Dynein transport cytoplasmic EGFP	-0.176	-0.229	-0.0609	-0.219	1.1	-0.221	-0.306	-0.28
Ins promoter up cell count	888	1326	982	939	933	1449	1566	1504
b-catenin transl cell count 5 µM	1154	1128	1110	1274	.	1566	1001	1537
Autophagy HCS	i	i	i	.	i	i	i	i
Ins promoter up	0.53	-0.08	-0.44	0.05	-0.09	-0.18	-0.06	-0.53
Hep lipid drop cells 6.5 µM	789	675	.	719	.	681	699	683
b-catenin transl	1.9	1.7	1.5	-0.4	.	0.2	-1.9	0.2

Entries by screen from above:
Compounds 5 to 14 in T cell HTS: i, i, ., i, i, i, i, i, i, i
Compounds 5 to 14 in MT stabilizer Hoechst-high %: 2.4, 2.9, 1.9, 2.5, 1.0, 3.2, 2.5, ., 2.2, 1.7
Compounds 5 to 14 in Hep lipid drop: 1.5, -12.2, -2.3, ., 1.6, -4.6, ., -35.0, ., 1.2

Next section.
17) Cc1noc(C)c1COC(=O)C1CCN(C(=O)c2ccc(Cl)cc2)CC1
18) COc1ccc(NC(=S)NNC(=O)c2nnn(-c3ccccc3)c2C)cc1
19) CCNc1nc(NCC)nc(OCCNS(=O)(=O)c2cc(C)ccc2C)n1
20) CC(=O)Nc1ccc(NC(=O)COC(=O)CCc2nc3ccccc3s2)cc1
21) Cc1c(OCc2ccccc2)c(=O)ccn1Cc1ccc(Cl)cc1
22) O=S(=O)(c1cnc[nH]1)N1CCN(c2ccc(F)cc2)CC1
23) Cc1ccc(C2=[N+]([O-])C3(CCCCC/C3=N\NC(N)=S)N(O)C2(C)C)o1 (stereo unspecified)
24) COc1ccc(/C=C/c2ccncc2)c2ccccc12
25) COc1cccc(/C=N/NC(=O)CNC(=O)c2cccs2)c1O

assay / entry	17	18	19	20	21	22	23	24	25
PhoP inhibition	9.3%	-11.1%	7.0%	-4.3%	17.7%	-9.4%	-0.9%	14.9%	7.0%
Hep lipid drop	7.1	.	6.7	-5.8	0.8	1.3	-12.5	-0.8	-21.0
Dynein transport nuclear GR-EGFP	0.0291	-0.0873	0.488	-0.261	-0.00328	0.416	-0.149	1.06	-0.0594
T cell HTS vesicle-bound %	33.0	16.5	53.3	26.4	18.4	36.8	18.5	33.8	28.1
CSM14.1 death rescue	-1.3%	1.3%	-0.3%	-0.7%	-1.1%	.	1.2%	-1.1%	.
MT stabilizer cytotoxicity %	8.1	9.2	45.6	4.6	8.4	.	2.8	22.2	.
Dynein transport	0.191	0.449	-0.00798	-0.533	0.335	1.88	-0.274	1.24	0.11
T cell HTS	i	i	i	i	i	i	i	i	i
Dynein transport cell count	0.564	-0.0336	-0.501	0.663	0.715	0.102	0.512	-0.194	-1.3
Autophagy HCS cell loss 18 h	30.8	-8.8	4.4	-7.5	1.6	.	-4.9	-11.0	.
MT stabilizer	2.7	1.4	3.5	3.3	1.4	.	2.7	16.7	.
MT stabilizer Hoechst-high %	1.4	3.5	0.5	2.3	1.1	.	2.2	4.6	.
Dynein transport cytoplasmic EGFP	-0.313	-0.274	-0.00136	-0.216	-0.406	-0.284	-0.253	-0.155	-0.65
Ins promoter up cell count	.	1150	1302	1149	1023	1389	896	1770	932
b-catenin transl cell count 5 µM	1073	512	.	924	.	1098	.	823	1327
Autophagy HCS	i	i	i	i	i	.	i	i	.
Ins promoter up	.	-0.18	0.95	-0.3	0.13	-0.25	-0.01	-0.56	-0.14
Hep lipid drop cells 6.5 µM	717	.	745	671	758	741	787	658	601
b-catenin transl	-1.0	-2.2	.	4.2	.	0.7	.	10.4	-0.6
